High-throughput results from PubChem.
TGFb SMAD3 inh – TGF-b pathway inhibition; actives 1.2% (n = 410,000); Potency, µM (highest dose often 46.1 µM), for inactives: at the highest dose activity, negative = inhibition, actives largely listed as inhibitors; HepG2 CAGA-GFP TGF-b/SMAD3 reporter, GFP fluorescence, 18 h; TGF-beta stimulated, 500 pg/mL final; further: potency means the concentration at half of the fitted maximal effect; on the % scale 0 is the no-effect control and ±100 the full control effect; nearly all actives have a fitted effect of over 65% in size
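TGF-beta reporter screen: HEPG2 CAGA-GFP, 1% FBS, 500 pg/mL TGF-beta final, 18 h; per-cell GFP summed per well; curves fitted and categorized by class.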
S2 tox – reduces viability in counter-screen for ATXN expression inhibitors; S2 cells (HEK-293 line with an ATXN2-luciferase reporter) viability, CellTiter-Fluor protease fluorescence, 24 h; Potency, µM (titrated, usually from 56.7 µM), most hits filed as cytotoxic; actives 0.49% (n = 400,000); AID 651635; further: potency means the concentration at half of the fitted maximal effect; nearly all actives have a fitted effect of over 40% in size
Nrf2 inh – blocks Nrf2 signaling; actives 2.1% (n = 360,000); AID 504444; Potency, µM (titrated, usually from 46 µM), without a hit: top-dose activity change, negative = inhibition, usual class: inhibitors; A549 ARE-Fluc reporter, luciferase luminescence, 18-24 h; further: potency means the concentration at half of the fitted maximal effect; on the % scale 0 is the no-effect control and ±100 the full control effect; nearly all actives have a fitted effect of over 60% in size
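Two sequential reads on A549 ARE_Fluc cells exposed to compound for 18-24 h: a CellTiter-Fluor fluorescence read for viability, then a luciferase luminescence read for Nrf2/ARE activity.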
Mm-Cpn inhibitor – blocks the Methanococcus maripaludis chaperonin Mm-Cpn | actives 0.031% (n = 330,000) | purified Mm-Cpn ATPase, ADP Transcreener TR-FRET | AID 504842 | Potency, µM (highest dose often 76.9 µM), for inactives: at the highest dose activity, negative = inhibition, most hits filed as inhibitors; further: potency means the concentration at half of the fitted maximal effect; on the % scale 0 is the no-effect control and ±100 the full control effect; nearly all actives have a fitted effect of over 80% in size
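25 nM Mm-CPN + cpd, 10 min 37°C; + 10 uM ATP, 30 min 37°C; buffer 30 mM Tris pH 7.4, 100 mM KCl, 5 mM MgCl2, 1 mM DTT; Transcreener ADP HTRF detection 30 min RT.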
Akt phos inh – blocks phosphorylation of Akt; Neuro2A IGF-stimulated pAkt S473 HTRF, 20 min; hits give low values; activity change, % for hits at 50 µM; actives 0.32% (n = 360,000); in the data active means activity change below about -80%; inconclusive means mostly about -51% to -80%; further: on the % scale 0 is the no-effect control and ±100 the full control effect
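Neuro2A cells (4,500/well, DMEM with 0.5% FBS) were treated with compound at a single 50 µM final concentration, stimulated with 6 nM IGF for 20 min at 37 °C, and lysed. Phospho-Akt Ser473 was read by HTRF as 665/615 ratio ×10^4.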
CCT modulator – cytosolic chaperonin activity modulation; actives 0.3% (n = 360,000); purified chaperonin ATPase assay, HTRF ADP detection, 30 min; activity change, % (no concentration beside the values), hits read low; in the data active means activity change below about -30%; further: on the % scale 0 is the no-effect control and ±100 the full control effect
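ATPase activity: ADP formed was measured by HTRF Transcreener (665/615 nm ratio) after 30 min at 37 deg C with 10 uM ATP. Compounds screened at one 76 uM concentration against 40 or 20 nM TRiC in Tris pH 7.4/KCl/MgCl2/DTT buffer.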
Nrf2 activator – Nrf2 pathway activation | AREc32 ARE-luciferase reporter (MCF7-derived line), luminescence, 24 h | Potency, µM (highest dose often 46.1 µM), without a hit: top-dose activation, most hits filed as activators | actives 0.31% (n = 410,000) | AID 624171; further: potency means the concentration at half of the fitted maximal effect; % of control where 0% means no effect; nearly all actives have a fitted effect of over 65% in size
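AREc32 cells carrying an ARE-driven firefly luciferase, 1000 cells/well in OPTI-MEM with 5% FBS, dosed after overnight attachment and incubated 24 hr at 37 deg C. Steady-Glo luminescence read after 30 min at RT.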
A549 tox – counter-screen for Nrf2 inhibitors: cytotoxicity in A549 cells; A549 ARE-Fluc cells, CellTiter-Fluor viability, 18-24 h; Potency, µM (highest dose often 46 µM), for the others: at the top dose activity change, negative = cytotoxicity, hits mostly inhibitors; actives 0.16% (n = 390,000); AID 504648; further: potency means the concentration at half of the fitted maximal effect; on the % scale 0 is the no-effect control and ±100 the full control effect
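Cytotoxicity counterscreen: CellTiter-Fluor fluorescence was measured in A549 ARE_Fluc cells after 18-24 h of compound exposure in a concentration series. The subsequent BugLite luminescent read reports ARE-luciferase activity.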
HepG2 tox – kills HepG2 cells in TGF-b inhibitor counter-screen. HepG2 CAGA-GFP viability, ATP luminescence, 18 h. Potency, µM (titrated, usually from 46.1 µM), without a hit: top-dose activity change, negative = cytotoxicity, usual class: cytotoxic. actives 0.76% (n = 410,000); further: potency means the concentration at half of the fitted maximal effect; some results filed as inactive show a strong effect at the top dose
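CellTiter-Glo luminescence gave cytotoxicity after 18 hours at 37 degrees C. The cells were HepG2 CAGA-GFP in 1% FBS DMEM, stimulated with 500 pg/mL TGF-beta after compound addition. %Activity was normalised to no-cell wells (complete cell-killing) and DMSO (no toxicity), and curves were fitted and classified.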
* = called active by the depositor; i = inactive; ? = inconclusive; . = no result given. Unless noted, the call rests on the fitted dose curve; in most records, active means well fitted curve in the direction sought with a large enough effect; inconclusive means small, poorly fitted or top-dose-only effect, or another doubt; inactive means no such curve, though single readings can be large; an effect the other way counts as inactive or inconclusive.

cpd	SMILES	S2 tox	TGFb SMAD3 inh	Mm-Cpn inhibitor	CCT modulator	A549 tox	Nrf2 inh	Akt phos inh	HepG2 tox	Nrf2 activator
1	C[C@H]1CN([C@@H](C)CO)C(=O)CCCn2cc(nn2)CO[C@@H]1CN(C)C(=O)C1CCCCC1	i	?	.	-1.4	.	.	i	5%	-0.2%
2	COc1ccc(NC(=O)CC2C(=O)N(c3ccc(C)cc3)C(=O)N2Cc2ccc3c(c2)OCO3)cc1 (stereo not drawn)	i	?	.	.	3%	8%	.	1%	3.9%
3	CCN1CCC(N(Cc2ccc(F)cc2)C(=O)Nc2cc(C)ccc2C)CC1	?	-1%	.	.	?	0%	.	-31%	1.4%
4	O=C(Nc1ccc(F)cc1)c1ccc(=O)[nH]n1	i	4%	-2%	-3.0	2%	25%	i	4%	-0.1%
5	c1ccc(-c2cnn3nnnc3n2)cc1	i	4%	2%	-0.9	-11%	-4%	i	-1%	-0.2%
6	O=C(O)COCC(=O)Nc1ccc2c(c1)oc1ccccc12	i	-9%	0%	-2.3	0%	-6%	i	3%	-0.1%
7	O=C(CCN1CCN(C/C=C/c2ccccc2)CC1)Nc1ccccc1Cl	?	-12%	0%	1.2	1%	19%	i	-18%	-0.6%
8	Cc1cc(C)c2oc(-c3cccc(NC(=O)c4cccc(F)c4)c3C)nc2c1	i	2%	.	.	0%	?	.	-3%	-0.7%
9	COc1ccc(CCNCC(=O)N2C(C)CCCC2C)cc1OC (stereo not drawn)	i	-5%	2%	1.8	-3%	6%	i	6%	0.3%
10	CC(=O)Nc1ccc(Nc2cc(C)c3ccccc3n2)cc1	?	?	1%	0.6	10%	?	i	-21%	4.5%
11	CCS(=O)(=O)N1Cc2ccccc2CC1C(=O)N(C)CC(=O)Nc1cccc(F)c1 (stereo not drawn)	i	9%	0%	0.0	-1%	9%	i	6%	-0.1%
12	COCCn1cnc2c1c(=O)n(CC(=O)NC(=O)NC(C)(C)C)c(=O)n2Cc1ccccc1	i	8%	0%	-1.4	2%	-3%	i	0%	-0.8%
13	O=C(COC(=O)c1ccc(S(=O)(=O)NCc2ccco2)cc1)NCc1ccccc1	i	0%	2%	-2.8	-2%	1%	i	-6%	-0.6%
14	CCCC(=O)NCCc1cc2c(C)ccc(C)c2[nH]c1=O	i	-2%	0%	-1.0	0%	?	i	1%	-0.1%
15	COc1cccc(N2C(=O)CN(Cc3ccccc3)C2=S)c1	i	-2%	-1%	2.1	11%	9%	i	13%	2.7%
16	CCCc1noc(-c2ccc(-c3ccccc3)cc2)n1	i	6%	-3%	1.4	-16%	?	i	-19%	0.0%
17	Cc1ccc(C)c(NC2=C(Cl)C(=O)OC2OC(=O)c2ccco2)c1 (stereo not drawn)	?	-16%	1%	1.7	-11%	-1%	i	-42%	15%
18	Cc1ccc(-c2nc3nc(C)cc(N4CCN(c5cc(Cl)ccc5C)CC4)n3n2)cc1	i	25%	.	.	8%	9%	.	-8%	0.3%
19	C#CCOc1ccc(/C=N/NC(=O)c2cccnc2)cc1OCC	i	-2%	-2%	-1.5	2%	-5%	i	-8%	3.3%
20	COc1ccc(-n2c(C)cc(C(=O)CSc3nn4c(=O)c(C(C)(C)C)nnc4s3)c2C)cc1	i	-23%	-5%	-0.9	-3%	5%	i	-10%	0.0%
21	O=C(CN1C(=O)NC2(CCCCC2)C1=O)Oc1ccc2c(C(F)(F)F)cc(=O)oc2c1	.	4%	?	3.0	2%	-7%	i	-3%	-0.7%
22	CC1CN(c2nc3ccccc3cc2-c2ccccc2)CC(C)O1 (stereo not drawn)	?	-17%	-6%	-23	16%	?	i	-19%	5.4%
23	Cc1ncc([N+](=O)[O-])n1CC(=O)N/N=C/c1ccccc1F	i	-22%	-6%	-0.7	17%	18%	i	4%	0.0%
24	COc1ccc(CN2C(=NC(=O)c3ccccc3)SC3CS(=O)(=O)CC32)cc1 (stereo not drawn)	i	3%	3%	-0.4	4%	-23%	i	2%	-0.8%
25	C/C=C\C=C/C(=O)Nc1cccc(C2=NOC3(C2)C[C@@H](C(N)=O)N(C(=O)CCCCC)C3)c1 (stereo partly drawn)	i	-12%	0%	1.8	-4%	0%	i	1%	0.1%
26	O=C(Cn1nnc2ccccc21)OCC(=O)c1ccc(F)cc1	i	-9%	-1%	-2.4	2%	12%	i	-19%	-0.3%
27	CC(=O)Nc1cc(-c2ccccc2Cl)cn2c(-c3ccc(S(C)(=O)=O)cc3)cnc12	i	-6%	.	0.0	.	.	i	5%	8.2%
28	Cc1cc(C)nc(N2CCC(C(=O)NCC3CCCCC3)CC2)n1	i	?	-1%	0.0	-6%	1%	i	4%	0.5%
29	CCn1c(Cc2ccccc2)nnc1SCC(=O)Nc1nc2ccccc2s1	i	-18%	-2%	-0.3	-1%	.	i	17%	0.2%
30	COc1ccc(CCNC(=O)c2cc3c(=O)[nH]c4ccc(C)cc4c3s2)cc1OC	i	-26%	.	.	-3%	?	.	-23%	0.3%

In a second layout: 2 of the compounds above.
3) CCN1CCC(N(Cc2ccc(F)cc2)C(=O)Nc2cc(C)ccc2C)CC1
4) O=C(Nc1ccc(F)cc1)c1ccc(=O)[nH]n1

screen / no. | 3 | 4
S2 tox | ? | i
TGFb SMAD3 inh | -1% | 4%
Mm-Cpn inhibitor | . | -2%
CCT modulator | . | -3.0
A549 tox | ? | 2%
Nrf2 inh | 0% | 25%
Akt phos inh | . | i
HepG2 tox | -31% | 4%
Nrf2 activator | 1.4% | -0.1%

Later entries
cpd	SMILES	S2 tox	TGFb SMAD3 inh	Mm-Cpn inhibitor	CCT modulator	A549 tox	Nrf2 inh	Akt phos inh	HepG2 tox	Nrf2 activator
31	Cc1ccc(O)c(NC(=O)c2ccc3c(c2)C(=O)N(Cc2cccnc2)C3=O)c1	i	25%	-1%	-1.6	4%	12%	i	4%	-0.1%
32	Cc1nc(SCCC(=O)O)c2ccccc2n1	i	-10%	-17%	-7.5	4%	-20%	i	0%	2.6%
33	O=C(CO/N=C/c1ccccc1OC(F)F)NC1CCCCC1	i	-12%	0%	-3.2	-4%	-3%	i	-5%	-0.1%
34	Cc1ccc(C)c(NC(=O)C2C(c3ccccc3)C2(Cl)Cl)c1 (stereo not drawn)	i	-10%	-1%	-4.0	-10%	?	i	-58%	0.2%
35	CC(Cc1cccs1)NC(=O)c1cccs1 (stereo not drawn)	i	-2%	-1%	-1.4	2%	?	i	19%	3.1%
36	CCOc1ccc(NC(=O)C2CCN(S(=O)(=O)c3c(C)noc3/C=C/c3cccs3)CC2)cc1	.	-23%	.	.	1%	0%	.	-8%	3.2%
37	COC(=O)c1ccc(NC(=O)CC2C(=O)N(c3cccc(OC)c3)C(=O)N2Cc2ccco2)cc1 (stereo not drawn)	.	-3%	.	.	-9%	18%	.	-9%	7.2%
38	CC(C(=O)NCc1ccccc1)N1Cc2ccccc2C1=O (stereo not drawn)	.	3%	.	.	0%	0%	.	9%	-0.3%
39	CCOC(=O)c1c(S(=O)(=O)NCC(=O)Nc2ccccc2OC)c(C)n(C)c1C	i	0%	-1%	-0.7	0%	6%	.	7%	-0.6%
40	COc1ccc(-c2nc(SCC(=O)NCc3ccccc3Cl)n[nH]2)cc1	.	0%	.	.	?	.	.	-18%	2.7%
41	O=C(NCc1ccc(Cl)cc1)C1CCCN(C(=O)c2ccc(Cl)cc2)C1 (stereo not drawn)	.	?	-1%	0.4	-1%	?	i	-25%	0.7%
42	COc1ccc(C)cc1-n1c(C)cc(C=O)c1C	i	6%	-1%	-3.9	7%	15%	i	1%	0.1%
43	CN(Cc1ccccc1)C(=O)c1ccc(Nc2nc(C(N)Cc3ccc(C(F)(F)F)cc3)cs2)nc1 (stereo not drawn)	32µM*	?	.	1.5	.	.	i	10µM*	-3.8%
44	COc1ccc(C)cc1NC(=O)c1[nH]c(C)c(C(C)=O)c1C	i	10%	-2%	0.2	-3%	3%	i	-6%	6.1%
45	COC(=O)c1sc(N2C(=O)c3oc4ccc(C)cc4c(=O)c3C2c2ccc(O)c(OC)c2)nc1C (stereo not drawn)	i	1%	.	.	-2%	2%	.	-11%	-0.9%
46	COCCNC(=O)Cn1c(=O)n(CCCC(=O)NCc2ccc3c(c2)OCO3)c(=O)c2sccc21	i	20%	0%	-1.1	0%	3%	i	24%	0.0%
47	COc1ccc(-c2nc3ccc(Br)cn3c2Cc2ccc(C)cc2)cc1OC	?	?	.	0.6	.	.	i	-25%	6.6%
48	Cc1cc(C(=O)OCc2nc3ccccc3s2)c(C)o1	i	-4%	.	-0.1	2%	?	i	-22%	7.5%
49	COCCn1c(SCC(=O)NC(C)c2ccc(F)cc2)nc2ccccc21 (stereo not drawn)	i	-14%	-2%	-0.1	6%	10%	i	-26%	2.4%
50	CC(C)CNC(=O)c1ccc2c(c1)C(=O)N(Cc1ccco1)C2=O	i	-3%	0%	-0.4	-4%	4%	i	2%	0.2%
51	Oc1ccc(Cl)cc1C1=NNC(c2cc(Br)cc3c2OCOC3)C1 (stereo not drawn)	i	-20%	-23%	-3.0	-1%	?	i	-14%	1.1%
52	Cc1nn(Cc2ccccc2Cl)c2sc(C(=O)Nc3ccccc3N3CCOCC3)cc12	i	15%	0%	0.1	-8%	-17%	i	-4%	-0.1%
53	Cc1cccc(NC(=S)NC2CC3CCC(C2)N3Cc2ccco2)c1C (stereo not drawn)	i	1%	0%	-1.0	1%	10%	i	-9%	3.5%
54	Cc1cc2nc(-c3cccc(NC(=O)COc4ccc(Cl)c(C)c4)c3)oc2cc1C	?	16%	.	.	-4%	?	.	-11%	12%
55	CC(=O)Nc1ccc(S(=O)(=O)NCCC(=O)Nc2ccc(C)c(F)c2)cc1	?	-1%	0%	-28	2%	-9%	i	-9%	-0.5%
56	Cc1ccccc1CSCC(=O)Nc1c(C)n(C)n(-c2ccccc2)c1=O	i	1%	-29%	2.5	4%	9%	i	4%	0.0%
